# Compound activity deposited in PubChem BioAssay by several laboratories.
# NSD2 HMT inh: NSD2 histone methyltransferase inhibitors, primary screen, biochemical, AlphaScreen, single concentration, set 2 | Histone-lysine N-methyltransferase NSD2 (Homo sapiens), O96028 | NSD2 peptide methylation, 120 min | inhibition, % at 12.5 µM | actives 0.54% (n = 310,000); in the data active means inhibition above about 50%
# Target sequence (O96028 whole entry, looked up): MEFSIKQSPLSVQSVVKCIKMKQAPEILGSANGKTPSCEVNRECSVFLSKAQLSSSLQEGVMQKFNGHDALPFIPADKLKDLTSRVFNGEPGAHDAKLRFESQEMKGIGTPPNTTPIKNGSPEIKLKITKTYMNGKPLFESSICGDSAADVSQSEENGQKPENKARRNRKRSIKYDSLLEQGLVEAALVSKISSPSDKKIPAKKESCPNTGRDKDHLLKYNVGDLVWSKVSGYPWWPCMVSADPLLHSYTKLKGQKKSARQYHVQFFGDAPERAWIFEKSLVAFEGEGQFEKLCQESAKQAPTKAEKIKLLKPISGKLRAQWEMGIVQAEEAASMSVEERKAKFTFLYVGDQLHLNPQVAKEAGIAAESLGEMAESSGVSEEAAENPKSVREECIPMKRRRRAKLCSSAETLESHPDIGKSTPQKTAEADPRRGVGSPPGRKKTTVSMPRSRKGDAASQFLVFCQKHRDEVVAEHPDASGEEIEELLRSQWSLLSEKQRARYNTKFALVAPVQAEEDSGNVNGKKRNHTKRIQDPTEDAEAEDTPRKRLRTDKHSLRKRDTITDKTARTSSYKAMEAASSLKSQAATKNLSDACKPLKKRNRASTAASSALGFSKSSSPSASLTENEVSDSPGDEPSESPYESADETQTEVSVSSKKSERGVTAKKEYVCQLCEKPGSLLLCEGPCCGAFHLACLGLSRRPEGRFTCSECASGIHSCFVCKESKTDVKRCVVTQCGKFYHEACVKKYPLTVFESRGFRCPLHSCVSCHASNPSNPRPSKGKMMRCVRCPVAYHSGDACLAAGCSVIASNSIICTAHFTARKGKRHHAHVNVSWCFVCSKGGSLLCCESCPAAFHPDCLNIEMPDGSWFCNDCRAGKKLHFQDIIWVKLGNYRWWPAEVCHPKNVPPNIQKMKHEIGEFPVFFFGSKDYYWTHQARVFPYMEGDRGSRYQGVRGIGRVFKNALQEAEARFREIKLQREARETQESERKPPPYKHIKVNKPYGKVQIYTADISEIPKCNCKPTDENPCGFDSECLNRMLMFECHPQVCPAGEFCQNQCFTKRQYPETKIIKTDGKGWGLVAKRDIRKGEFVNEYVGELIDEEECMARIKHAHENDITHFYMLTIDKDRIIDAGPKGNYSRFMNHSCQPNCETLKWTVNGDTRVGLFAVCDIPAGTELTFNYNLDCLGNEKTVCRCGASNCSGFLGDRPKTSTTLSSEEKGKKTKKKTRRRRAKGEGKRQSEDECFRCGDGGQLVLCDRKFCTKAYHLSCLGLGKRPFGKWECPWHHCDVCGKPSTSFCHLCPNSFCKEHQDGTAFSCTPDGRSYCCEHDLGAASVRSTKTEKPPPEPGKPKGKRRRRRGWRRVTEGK
# CAL PDZ FP-1: untagged CAL PDZ binding inhibitors, primary screen, biochemical, fluorescence polarization, HTS | Golgi-associated PDZ and coiled-coil motif-containing protein (Homo sapiens), Q9HD26 | inhibition, % at 24.9 µM | AID 602252, 2012 | actives 0.92% (n = 300,000) | purified CAL PDZ, TMR-peptide fluorescence polarization, 1 h;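 active means mean inhibition of at least 30% with at least half of replicates also reaching 30%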;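 further: 0% = DMSO neutral control and 100% = excess unlabeled competitor peptide PRC23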
# Arr AP2 block: inhibitors of beta-arrestin/AP2 binding, primary screen, biochemical, GPCR trafficking, flow cytometry | AID 504490, 2011 | actives 0.31% (n = 340,000) | inhibition, % at 10 µM | FITC-arrestin peptide / GST-AP2 beads; AP2 beta2 appendage carries R879A mutation | beta-arrestin 1 C-terminal peptide binding to AP2 beta2-adaptin appendage (human);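 active means inhibition above a set limit, near 3 SD of compounds lacking own fluorescence, cut at about 54% in these data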;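 further: plate controls were DMSO wells for no effect and 5 µM unlabelled arrestin peptide for full effect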
#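 Material – GST-tagged AP2 beta2-adaptin appendage (R879A) on 4 µm glutathione beads · Probe or stimulus – fluorescein-tagged arrestin peptide at 50 nM final · Timing – 12 min plus 1 h, RT · Detection – bead flow cytometry, FITC channel · Read-out basis – inhibition as reduced fluorescein signal on beads, percent · Medium – PBS plus Tween 20 (0.05%) and BSA (0.1%)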
# DAGLB inh: DAGLB lipase inhibitors, primary screen, biochemical, fluorescence, HTS; HEK293T DAGLB membrane lysate, EnzChek fluorogenic substrate; inhibition, % at 5.17 µM; actives 0.059% (n = 340,000); AID 504411, 2011; in the data active means inhibition above about 34%;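 further: 0% = enzyme with vehicle and 100% = wells lacking enzyme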
# C-LANA FP: inhibitors of KSHV C-LANA binding to DNA, primary screen, biochemical, fluorescence polarization, FAM-LBS DNA, MBP-C-LANA, single point; Kaposi's sarcoma herpesvirus LANA C-terminal domain (residues 932-1162) DNA binding; inhibition, % at 9 µM; actives 0.078% (n = 340,000); AID 504423, 2011;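 active means highest replicate inhibition at or above 60% at 9 µM, even if other replicates fall short; inactive means all replicates below 60% inhibition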;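 further: 0% = neutral control wells and 100% = 4 µM acridine orange control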
# Cardiac RTF inh: cardiac RTF calcium sensitivity inhibitors, primary screen, biochemical, IANBD-TnC fluorescence, EC70 calcium; IANBD-labeled cardiac RTF, Ca2+ fluorescence; actives 0.12% (n = 340,000); inhibition, % at 7.15 µM; Troponin I, cardiac muscle (Homo sapiens) + Troponin T, cardiac muscle (Homo sapiens) + …; AID 493244, 2011;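 active means inhibition above the mean inhibition of all tested compounds plus 3 SD, cut at about 17% in these data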;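 further: assay run at fixed EC70 calcium of 1.6 mM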
# V-ATPase pHluor: regulators of yeast V-ATPase proton pumping, primary screen, pHLuorin cytosolic pH fluorescence; S. cerevisiae; response, % at 10 µM; actives 0.37% (n = 350,000); in the data active means response mostly above about 7.3%, no sharp cut-off; inactive means mostly below about 5.4%; further: actives read high; inactives centre near 0; some compounds called inactive have numbers as strong as hits; reference of the scale not given here
# Keap1 Nrf2 FP: Keap1-Nrf2 protein-protein interaction inhibitors, primary screen, biochemical, fluorescence polarization, single point | actives 0.15% (n = 340,000) | AID 504523, 2011 | Keap1 Kelch-Nrf2 peptide fluorescence polarization, 1536-well | Kelch-like ECH-associated protein 1 (Homo sapiens), Q14145 | inhibition, % at 9.4 µM; in the data active means inhibition above about 12%;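 further: human Keap1 Kelch domain with fluorescein labeled Nrf2 9mer peptide probe; 0% = neutral control wells and 100% = peptide positive control; higher means more block of Keap1 binding to Nrf2 peptide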
# Pemphigus Ab inh: inhibitors of pemphigus antibody binding to DSG3, primary screen, biochemical, bead-based, flow cytometry, scFv-GFP; Desmoglein-3 (Homo sapiens), P32926; DSG3-coupled beads, scFv-anti-DSG3-GFP binding; hits give low values; binding (percent of control), % at 10 µM; actives 0.48% (n = 310,000);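 active means binding more than 3 SD below its plate's average and above zero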;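 further: hits lower antibody fragment binding to DSG3; some compounds called inactive have numbers as strong as hits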
# CAL PDZ FP-2: CAL PDZ peptide-binding inhibitors, primary screen, biochemical, fluorescence polarization, Cer-tagged CAL PDZ, HTS. Golgi-associated PDZ and coiled-coil motif-containing protein (Homo sapiens), Q9HD26. purified CAL PDZ, TMR-peptide fluorescence polarization, 1 h. inhibition, % at 20 µM. actives 0.02% (n = 330,000). AID 504414, 2011;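 active means highest replicate inhibition of at least 40%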;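 further: plate controls were DMSO neutral control wells for no effect and unlabeled competitor peptide control wells for full effect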
#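 Assay system – tagged CAL PDZ protein CerCALP, purified · Timing – 1 h at RT · Compound – single point, 20 µM · Measured by – fluorescence polarization from S- and P-plane intensities, G-factor corrected · Evaluation – inhibition from polarization loss · Probe or stimulus – TMR reporter peptide T*-PRC34 · Buffer or medium – pH 7.4 phosphate-saline buffer, reducing agent, detergent, IgG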
# Numbers without * were called inactive; · = no result given. These rows are one share of the data. The share of hits here may be higher or lower than overall.
nr	molecule	CAL PDZ FP-2	CAL PDZ FP-1	DAGLB inh	Pemphigus Ab inh	NSD2 HMT inh	Arr AP2 block	Keap1 Nrf2 FP	V-ATPase pHluor	C-LANA FP	Cardiac RTF inh
1	Cn1c(NCC(O)c2ccccc2)nc2c1c(=O)n(Cc1ccc(Cl)cc1)c(=O)n2C (configuration not stated)	-0.4	·	0	108	1	0	0	-5	-0.8	-1
2	CC(NC(=O)COc1ccccc1)C(c1cccs1)N1CCCC1 (configuration not stated)	-0.2	1	2	100	·	-4	4	-3	3.8	3
3	COc1ccccc1/C=C(/C(=O)OCC(=O)Nc1cc(C)ccc1C)c1ccccc1	-1.4	-1	-13	89	-3	4	-7	-5	-0.6	-5
4	OCC1(CCOc2ccccc2)CCN(CC2=Cc3cc(Cl)ccc3OC2)CC1	-0.4	·	-7	105	3	4	-3	-1	-1.7	2
5	C[C@H]1CCC[C@@]2(O[C@H](CCO)C[C@H](O)[C@H]2O)O1	-0.8	-1	-5	102	·	-9	-6	-2	3.2	6
6	O=C1CC(Nc2cc(=O)[nH]c(=O)[nH]2)C(=O)N1c1ccccc1Cl (configuration not stated)	-2.5	-2	1	94	0	34	2	0	0.3	-1
7	CCN(CC)CCOC(=O)c1cccc(Cl)c1	·	-1	-2	105	3	23	-3	-1	-2.8	-6
8	O=C(NCc1ccc(Cl)cc1)C1CCC(CNc2c(N3CCCCC3)c(=O)c2=O)CC1 (configuration not stated)	0.2	-1	0	102	·	3	2	-4	3.7	3
9	CCOC(=O)c1cnc2c(c(C)nn2C)c1Oc1ccccc1F	-0.2	19	-7	·	-3	36	1	2	0.5	9
10	Cc1nn(-c2ccc(F)cc2)c2sc(C(=O)OCC(=O)N3CCC(C)CC3)cc12	-0.2	4	-1	99	-1	6	0	-3	-1.3	-8
11	Cc1ccc(-c2ccnc(-c3ccc(O)cc3)n2)cc1	-1.5	11	-4	101	-3	-2	0	0	0.3	-7
12	CC(=O)N1C[C@H]2CON(C)[C@H]2C[C@H]1c1cccc(-c2ccccc2)c1	-0.4	-5	-3	99	·	-9	0	3	-2.3	1
13	COc1ccc(/C=C(\C#N)C(=O)NCc2cccnc2)cc1OC	0.7	·	-1	87	1	39	-6	1	-2.1	4
14	Cc1ccccc1NC(=O)COC(=O)/C=C/c1cn(-c2ccccc2)nc1-c1cccnc1	-0.2	1	-1	96	0	4	-1	0	0.2	-10
15	Cc1ccc(C(=O)Nc2nccc(-c3cccs3)n2)cc1	-2.6	-2	-4	·	7	8	-1	8.5*	-2.7	0
16	CC(C)(C)S(=O)(=O)c1cnc2c(-c3ccc(F)cc3)cnn2c1N	-0.6	-1	-4	93	0	-1	0	5	0.3	-2
17	COc1ccc(-c2csc(NC(CO)c3nc4ccccc4n3CCOCCO)n2)cc1 (configuration not stated)	1.4	0	-2	101	·	-5	-7	0	-3.5	-4
18	O=c1c(-c2ccc(O)cc2)coc2cc(OC3OC(CO)C(O)C(O)C3O)ccc12 (configuration not stated)	0.4	-2	2	100	·	1	-8	-2	-2.7	-3
19	COc1ccc2sc(NC(C)=O)nc2c1	-0.5	·	1	99	1	21	-4	-2	1.4	-6
20	CCC(c1nnnn1Cc1ccc(F)cc1)N(CCCO)Cc1cc2cc3c(cc2[nH]c1=O)OCO3 (configuration not stated)	-0.8	-4	2	109	-2	-2	-3	-1	-0.2	-6
21	c1cc2c(cn1)cnc1cscc12	0.1	1	0	98	-19	-7	-4	3	-1.6	-4
22	Cc1cccc(C(P(=O)(c2ccccc2)c2ccccc2)P(=O)(c2ccccc2)c2ccccc2)n1	-0.8	-2	0	103	3	-1	-1	-2	0.4	2
23	O=C(NCCc1ccc(F)cc1)c1ccc2nccnc2c1	-0.4	-3	0	98	1	-14	-5	0	1.1	-7
24	CN(C(=O)CSc1nnc(-c2ccc(Cl)cc2)n1C)C1CCS(=O)(=O)C1 (configuration not stated)	0.5	-2	2	107	4	2	-6	1	0.9	-10
25	COc1ccccc1CNC(=O)C(C)n1cccc1C(=O)c1ccccc1 (configuration not stated)	-0.4	-1	-3	·	1	2	-1	2	-0.5	-6
26	CCOC(=O)c1c(NC(=O)CN2C(=O)C(=O)N(CC(C)C)C2=O)sc(C)c1CC	-0.4	0	-6	105	0	26	·	-1	·	-14
27	CC1CC(C)CN(c2nc3c(c(=O)n(C)c(=O)n3C)n2CCSc2nc3ccccc3o2)C1 (configuration not stated)	-0.1	1	0	100	·	0	3	-2	-0.4	-4
28	CCOC(=O)/C=C1\CC(C(=O)OCC)Oc2c(OC)cccc21 (configuration not stated)	1.1	-6	-3	99	·	8	-1	0	-0.3	-3
29	O=C(Nc1cccc(Cl)c1)C1CCCN(S(=O)(=O)c2cnc[nH]2)C1 (configuration not stated)	-0.1	·	-2	104	·	-3	-2	6	1.6	-3
30	Cc1ccccc1-c1nsc(SCC(=O)c2ccc(Cl)cc2)n1	0.0	-4	-22	·	1	2	0	1	-1.1	3

# Down the list, as entered above.
# Pemphigus Ab inh, compounds 20 to 23 → 109, 98, 103, 98
# Cardiac RTF inh, compounds 20 to 23 → -6, -4, 2, -7
# NSD2 HMT inh, compounds 20 to 23 → -2, -19, 3, 1

# Back to the main list; the 5 compounds before the break are reprinted first.
nr	molecule	CAL PDZ FP-2	CAL PDZ FP-1	DAGLB inh	Pemphigus Ab inh	NSD2 HMT inh	Arr AP2 block	Keap1 Nrf2 FP	V-ATPase pHluor	C-LANA FP	Cardiac RTF inh
26	CCOC(=O)c1c(NC(=O)CN2C(=O)C(=O)N(CC(C)C)C2=O)sc(C)c1CC	-0.4	0	-6	105	0	26	·	-1	·	-14
27	CC1CC(C)CN(c2nc3c(c(=O)n(C)c(=O)n3C)n2CCSc2nc3ccccc3o2)C1 (configuration not stated)	-0.1	1	0	100	·	0	3	-2	-0.4	-4
28	CCOC(=O)/C=C1\CC(C(=O)OCC)Oc2c(OC)cccc21 (configuration not stated)	1.1	-6	-3	99	·	8	-1	0	-0.3	-3
29	O=C(Nc1cccc(Cl)c1)C1CCCN(S(=O)(=O)c2cnc[nH]2)C1 (configuration not stated)	-0.1	·	-2	104	·	-3	-2	6	1.6	-3
30	Cc1ccccc1-c1nsc(SCC(=O)c2ccc(Cl)cc2)n1	0.0	-4	-22	·	1	2	0	1	-1.1	3
31	CNC(=O)CN(C1CCCCC1)S(=O)(=O)c1ccc(F)cc1	-4.2	-2	1	99	1	-12	-2	4	-1.5	-3
32	COc1ccc(/C=C/C(=O)OCC(=O)NCCCc2ccccc2)cc1OC	0.2	-6	0	·	0	18	0	2	0.1	-6
33	O=C(NNC(=O)C1CCCN(c2ncccn2)C1)c1ccncc1 (configuration not stated)	-1.8	-2	1	80	-2	4	-3	2	1.0	4
34	COCc1[nH]nc2c1C(c1ccc(OC)cc1)C(C#N)=C(N)O2 (configuration not stated)	0.4	0	2	102	1	-10	-3	-6	0.5	-4
35	CCOc1ccc(OCC(=O)Nc2ccc(S(N)(=O)=O)cc2)cc1	-0.9	·	-2	92	-7	17	0	0	-0.7	-3
36	COc1ccc(-c2noc(C)c2-c2ccc3ccccc3n2)c(O)c1	-1.3	-3	3	110	3	0	0	5	-1.7	10
37	Cc1cc(C)cc(NC(=O)Cn2nnc3ccccc3c2=O)c1	-2.8	1	-3	100	2	26	-9	5	-2.3	1
38	COc1cccc(C2CC(c3cccs3)=NN2C(=O)CSC2=NCCS2)c1OC (configuration not stated)	-1.0	·	-3	·	1	-3	-5	4	-0.4	-7
39	CCc1nc(SCc2ccccc2C#N)n[nH]1	-0.5	-8	0	107	-1	6	-3	1	-1.3	2
40	CC(C)NS(=O)(=O)c1ccc(OCC(=O)NCCC2=CCCCC2)cc1	·	-1	-1	98	-2	-5	0	-1	-1.1	-11
41	NC(=O)c1nsc(C(=O)N(Cc2ccccc2F)C(C(=O)NCC2CCCO2)c2ccc(F)cc2)c1N (configuration not stated)	-0.9	-3	1	94	4	-10	1	0	0.5	-6
42	C/C(CC(=O)Nc1ccc(Br)cc1)=N\NC(=O)c1cccc(O)c1	-0.4	-4	2	112	-3	0	2	-2	-1.2	-5
43	CCOC(=O)c1cc2c(=O)n3ccccc3nc2n(C(C)C)c1=NC(=O)c1ccncc1	-2.3	-3	1	95	3	0	-4	-2	-0.5	0
44	COc1cc(C(=O)NC2=NCCS2)cc(OC)c1OC	-0.8	-1	-1	76	-4	4	2	-2	-2.3	0
45	CCOc1ccccc1NC(=O)C12CC3CC(C1)CC(c1ccc(C)cc1)(C3)C2	-0.5	-3	-12	·	-3	8	-1	4	-0.5	-8
46	CC(C)(C)n1cnc2cc(NS(=O)(=O)c3ccc(Br)cc3)ccc21	-0.7	0	-2	109	1	24	4	0	0.8	0
47	O=C1Nc2ccccc2C(O)(C(=O)NC2CC2)N1c1ccc(Cl)c(Cl)c1 (configuration not stated)	-0.1	-4	2	·	·	-15	-1	-3	-1.4	-7
48	Cc1ccc(NC(=S)N(Cc2cccs2)Cc2cc3cccc(C)c3[nH]c2=O)cc1	-2.4	-2	-1	96	1	-4	0	-2	1.5	-14

# Shown as a hit in V-ATPase pHluor, of those listed so far:
nr	molecule	CAL PDZ FP-2	CAL PDZ FP-1	DAGLB inh	Pemphigus Ab inh	NSD2 HMT inh	Arr AP2 block	Keap1 Nrf2 FP	V-ATPase pHluor	C-LANA FP	Cardiac RTF inh
15	Cc1ccc(C(=O)Nc2nccc(-c3cccs3)n2)cc1	-2.6	-2	-4	·	7	8	-1	8.5*	-2.7	0
